TRHR agonist – agonists of human TRH receptor | P34981 | TRHR cells, calcium flux fluo-8, FDSS agonist mode | activation, % at 2 µM | actives 0.18% (n = 360,000) | AID 493084; in the data active means activation above about 30%; further: 0% is about no effect
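TRHR-expressing cells loaded with fluo-8 calcium dye; 23 nL library compound pin-transferred, kinetic FDSS fluorescence (Ex 480/Em 530) recorded about 180 s for agonist-induced calcium release, before a 10 nM TRH EC20 addition for potentiator mode.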
D2 agonist – activates the human D2 dopamine receptor | activation, % at 2 µM | HEK293 T-REx D2 cells, calcium flux agonist mode | P14416 | AID 485358 | actives 0.53% (n = 340,000);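 active means activation over 3 SD above normal in the single-dose calcium agonist read, cut at about 30% in these data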; further: 0% is about no effect
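HEK293 Trex D2 cells, tetracycline-induced, o/n 30 C 5% CO2; no-wash Ca dye, RT 30–90 min; 10-cycle baseline, 23 nl cpd added, kinetic Ca read 180 s; agonist hits = positive Ca response.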
rTrxR1 inhibitor – rat TrxR1 inhibition. O89049. recombinant rTrxR1, NADPH fluorescence consumption, selenite substrate. Potency, µM (top dose mostly 114 µM), without a hit: at the top dose activity change, negative = inhibition, hits mostly inhibitors. actives 1% (n = 390,000). AID 588453; further: potency means the concentration at half of the fitted maximal effect; on the % scale 0 is the no-effect control and ±100 the full control effect; nearly all actives have a fitted effect of over 65% in size
Target sequence (O89049 whole entry, looked up): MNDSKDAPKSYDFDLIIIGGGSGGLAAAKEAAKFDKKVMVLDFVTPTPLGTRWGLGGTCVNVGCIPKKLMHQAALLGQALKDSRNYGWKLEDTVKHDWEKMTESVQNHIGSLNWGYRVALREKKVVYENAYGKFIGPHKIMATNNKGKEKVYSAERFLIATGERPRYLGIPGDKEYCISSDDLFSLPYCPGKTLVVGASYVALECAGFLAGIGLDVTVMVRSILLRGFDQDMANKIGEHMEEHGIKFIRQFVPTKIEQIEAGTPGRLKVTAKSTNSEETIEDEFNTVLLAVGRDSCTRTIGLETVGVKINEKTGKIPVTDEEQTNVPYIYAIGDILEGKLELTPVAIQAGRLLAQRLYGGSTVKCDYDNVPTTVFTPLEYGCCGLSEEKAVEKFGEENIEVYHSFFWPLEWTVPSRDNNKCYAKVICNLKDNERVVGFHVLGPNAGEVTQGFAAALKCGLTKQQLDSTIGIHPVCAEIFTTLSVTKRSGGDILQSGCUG
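Rat TrxR1 (90 nM in the dispensed reagent) was pre-reduced with 400 uM NADPH for 5 min at room temperature, then incubated with compound for 15 min. After 400 uM selenite was added, NADPH fluorescence (Ex 340/Em 450 nm) was followed for 8 min.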
TrxR1 substrate – is turned over as a substrate by rat TrxR1 | O89049 | purified TrxR1 substrate turnover, NADPH consumption readout | Potency, µM (titrated, usually from 114 µM), for inactives: at the top dose activity change, negative = substrate turnover | actives 0.01% (n = 390,000) | AID 588456; further: potency means the concentration at half of the fitted maximal effect; on the % scale 0 is the no-effect control and ±100 the full control effect; nearly all actives have a fitted effect of over 50% in size
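Rat TrxR1, dispensed at 90 nM, was prereduced with 400 uM NADPH (final) for 5 min at ~22 deg C, then incubated with compound 15 min before 400 uM selenite. A first-read NADPH fluorescence drop versus no-compound background flagged substrates.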
IDH1 R132H inh – inhibitors of human mutant IDH1 R132H; O75874; IDH1-R132H enzyme, NADPH consumption, diaphorase/resazurin fluorescence; Potency, µM (top dose mostly 76.6 µM), inactives show top-dose activity change, negative = inhibition, actives largely listed as inhibitors; actives 0.093% (n = 390,000); AID 602179; further: potency means the concentration at half of the fitted maximal effect; on the % scale 0 is the no-effect control and ±100 the full control effect; nearly all actives have a fitted effect of over 65% in size
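IDH1-R132H (0.5 ug/mL dispensed) in pH 7.5 Tris buffer was preincubated 30 min with compound, then given a substrate mix of 0.016 mM NADPH and 2 mM alpha-KG for 80 min at room temperature; remaining NADPH was read by diaphorase/resazurin fluorescence.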
PI4K2A inh – inhibitors of human PI4K2A | activity change, negative = inhibition, % at 76.9 µM | purified PI4K2A, ADP-Glo luminescence, 1 h; hits give low values | AID 1346378 | Q9BTU6 | actives 0.13% (n = 420,000); in the data active means activity change below about -50%; inconclusive means mostly about -30% to -49%;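 further: -100% = wells without enzyme as full effect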
Target sequence (Q9BTU6 whole entry, looked up): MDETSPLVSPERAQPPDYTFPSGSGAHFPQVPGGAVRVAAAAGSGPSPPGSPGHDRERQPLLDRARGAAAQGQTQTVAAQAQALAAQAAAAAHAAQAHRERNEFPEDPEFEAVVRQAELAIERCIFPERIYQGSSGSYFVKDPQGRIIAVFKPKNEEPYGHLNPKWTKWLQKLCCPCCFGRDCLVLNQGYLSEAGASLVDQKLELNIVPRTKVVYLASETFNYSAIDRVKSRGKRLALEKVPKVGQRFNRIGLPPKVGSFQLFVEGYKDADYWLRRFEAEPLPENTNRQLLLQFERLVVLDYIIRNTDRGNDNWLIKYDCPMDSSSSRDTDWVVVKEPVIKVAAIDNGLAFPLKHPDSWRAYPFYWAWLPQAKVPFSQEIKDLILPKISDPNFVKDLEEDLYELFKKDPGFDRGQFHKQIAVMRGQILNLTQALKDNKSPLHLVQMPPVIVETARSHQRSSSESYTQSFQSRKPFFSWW
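Compounds are screened against recombinant PI4K2A using PI as substrate and ATP, the latter dispensed at 300 microM. Reactions run one hour at ambient temperature before ADP-Glo detection; full inhibition defined by wells lacking enzyme.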
USP1 inh – blocks the human USP1/UAF1 deubiquitinase complex; actives 0.23% (n = 390,000); O94782; recombinant USP1/UAF1, Ub-Rhodamine cleavage fluorescence; Potency, µM (doses to about 57.1 µM), without a hit: at the highest dose activity change, negative = inhibition, hits mostly inhibitors; AID 743255; further: potency means the concentration at half of the fitted maximal effect; on the % scale 0 is the no-effect control and ±100 the full control effect; nearly all actives have a fitted effect of over 60% in size; inactives centre near -12
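USP1/UAF1 complex at 1 nM was preincubated with compound for 15 min at room temperature, then Ub-Rho substrate (150nM final) was added. Fluorescence (480/540 nm) was read kinetically, 6 reads every 60 seconds.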
D2 antagonist – D2 dopamine receptor (human) antagonism; HEK293 TREx D2 cells, calcium flux, dopamine EC80; P14416; actives 2% (n = 340,000); inhibition, % at 10 µM; AID 485344; in the data active means inhibition above about 30%; further: 0% is about no effect
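Tetracycline-induced HEK293 TREx cells expressing D2 receptor forced-coupled to calcium signalling, loaded with no-wash calcium dye. Compounds added and calcium flux read 180 s, then dopamine added at EC80 and read a further 180 s.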
TRHR PAM – TRH receptor (human) allosteric enhancement; TRHR cells, fluo-8 calcium fluorescence, EC20 TRH enhancement; actives 0.66% (n = 360,000); P34981; enhancement, % at 2 µM; in the data active means enhancement above about 30%; further: 0% is about no effect
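TRHR-expressing cells loaded with fluo-8 calcium dye were read kinetically (ex 480/em 530) during compound addition, then stimulated with an EC20 of TRH (10 nM final). Enhancement of the Gq-mediated intracellular calcium response was scored.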
An asterisk follows results filed as active; ? = inconclusive; . = not tested or not shown; [ ] = dose if it differs, or a comment. Unless noted, the call rests on the fitted dose curve; in most records, active means well fitted inhibition curve with a large enough effect; inconclusive means small, poorly fitted or top-dose-only effect; inactive means no such curve, though single readings can be large or run the other way.

SMILES	TRHR agonist	D2 agonist	rTrxR1 inhibitor	TrxR1 substrate	IDH1 R132H inh	PI4K2A inh	USP1 inh	D2 antagonist	TRHR PAM
COc1ccc(N2CCN(c3oc(COc4ccccc4Cl)nc3C#N)CC2)cc1	0.2	-0.3	-4.9%	-5.8%	2.1%	3.6	-28.5%	14.4	-4.7
Cc1ccc(C)c(CN2C(=O)c3ccccc3S(=O)c3ccc(C(=O)NCCC4=CCCCC4)cc32)c1 (stereo unspecified)	0.7	-0.2	43.6%[activator]	2.5%	-1.1%	4.0	-21.1%	.	2.4
CCOc1ccc(C(=O)O[C@H]2[C@H](Cc3ccccc3)NS(=O)(=O)[C@H]3C[C@@H]4C=C[C@]23O4)cc1	-0.5	1.3	?	-1.1%	10.7%	-2.6	-23.0%	10.2	-4.8
Cc1c(N)cccc1-n1cccc1	-0.4	-0.5	21.5%[57.1 µM]	-6.8%	3.2%	0.1	-13.9%	-0.5	18.0
COC(=O)c1ccc(OCC(O)CNCC(c2ccc(OC)cc2)N(C)C)c(OC)c1 (stereo unspecified)	-0.3	-0.1	10.8%	3.6%	-1.5%	2.5	-16.6%	-18.4	15.8
CCOc1ccccc1CNC(=O)C1CCC(=O)N1C(C)C (stereo unspecified)	-0.3	0.1	11.5%	4.6%	-5.1%	0.2	-2.8%	7.6	-1.5
Fc1ccccc1N1CCN(c2ncc3c(n2)CCN(Cc2ccc(Br)s2)C3)CC1	0.8	2.9	9.5%[57.1 µM]	-4.0%[57.1 µM]	-17.6%	3.0	2.4%	.	-0.3
CCOC(=O)c1cc(C)sc1/N=C/C1=C(O)CCCC1=O	0.5	0.0	20µM*	3.0%	8.4%	-8.5	-15.9%	-0.4	-6.3
CCSc1nc(=O)n(-c2ccccc2)c(C)c1C(C)=S	0.2	.	8.8%	1.3%	9.4%	-12.6	-6.7%	.	1.2
CN(C)S(=O)(=O)c1ccc(N2CCCC2)c(C(=O)Nc2ccccc2N2CCOCC2)c1	-0.5	0.2	27.5%[57.1 µM]	6.7%[57.1 µM]	0.7%	-5.2	-12.6%	9.9	8.1
Cc1ccc2c(C)c(C(=O)N(C)CCC3CCCCO3)oc2c1C (stereo unspecified)	-1.7	-0.2	-5.5%	1.0%	9.2%	3.9	-14.4%	2.1	-6.1
COc1ccc(C(=O)NC2CCCc3c2cnn3-c2cccc(C)c2C)o1 (stereo unspecified)	-0.9	-0.1	-5.6%	-1.5%	-7.7%	-7.5	-3.7%	-13.7	3.3
CC(C)(C)OC(=O)CNC(=O)c1[nH]cnc1C(=O)NC(c1ccccc1)c1ccccc1	-0.7	48.2*	5.3%	-15.5%	-4.1%	-1.4	-20.4%	-20.8	-7.7
Cc1nnc(SCc2cc(=O)[nH]c(Nc3nc(C)c4cc(C)c(C)cc4n3)n2)s1	-0.8	0.9	4.2%	-0.7%	2.5%	-3.9	-20.5%	-8.5	0.6
S=C1NCCN1CC1CCN(CCCC2CCCC2)CC1	.	.	8.3%	0.2%	-1.1%	0.2	-25.0%	.	.
COc1ccc(CN(Cc2ccco2)c2cnc(S(C)(=O)=O)nc2C(=O)Nc2ccc(C)c(Cl)c2)cc1	0.1	.	26.9%	5.0%	-2.3%	-2.1	-13.4%	.	1.1
Cc1ccc(S(=O)(=O)Cc2nnnn2-c2ccccc2)cc1	0.7	0.3	16.8%	0.9%	15.8%	3.7	-17.6%	-4.0	-0.1
C=CC(C)(O)CCC=C(C)C (stereo unspecified)	0.4	-0.7	44.0%	-3.5%[57.1 µM]	13.7%	2.5	-17.3%	-7.1	-4.7
O=C(CC1C[C@H](C(=O)N2CCOCC2)[C@@]2(CCC3CCCC3)c3[nH]c4ccccc4c3CCN2C1=O)NCC12CC3CC(CC(C3)C1)C2 (stereo partly specified)	.	.	-0.4%	-10.5%	-4.9%	3.3	?	.	.
Cc1ccc(C)c(S(=O)(=O)N2CCN(C(C(=O)Nc3ccc(F)cc3)c3ccccc3)CC2)c1 (stereo unspecified)	0.7	0.3	-1.5%	-13.6%	4.6%	-3.9	1.0%	-8.0	-7.5
O=C(COC(=O)CCSc1ccc(Cl)cc1)NCCc1ccccc1	0.4	1.1	-2.7%	-10.2%	4.3%	0.5	-7.8%	9.6	1.2
N#CC1=C(N)Oc2ccccc2C12C(=O)Nc1n[nH]c(-c3ccccc3)c12 (stereo unspecified)	-0.1	-0.7	5.8%[57.1 µM]	4.1%	2.9%	4.0	-8.2%	-2.2	-4.8
CC1(CCC(=O)N2CCCC(N3CCN(c4cccc(C(F)(F)F)c4)CC3)C2)CC1 (stereo unspecified)	-1.6	0.1	7.3%	1.6%	6.3%	-3.0	?	5.9	-4.2
COc1ccc(N2CCN(C(=O)CN3C(=O)c4ccccc4S3(=O)=O)CC2)cc1	0.7	0.1	-32.0%	-6.3%	-3.1%	1.5	-15.4%	-4.0	7.1
Cc1ccccc1/C=C1\OC(=O)c2ccccc21	-0.5	1.2	32.6%	18.4%	-3.6%	5.8	-5.4%	-6.7	3.4
CC(NC(=O)C1C(=O)N(CCO)C2(C)CC1c1ccccc1O2)c1ccccc1 (stereo unspecified)	0.6	-0.4	0.5%	-4.3%	6.9%	6.6	-3.9%	-14.6	1.0
O=C(Cc1ccccc1)c1c[nH]c(C(=O)NCCCN2CCOCC2)c1	0.2	2.2	22.7%[57.1 µM]	-14.8%[57.1 µM]	3.1%	2.4	-12.4%	-5.4	3.1
O=C(c1cccc(F)c1)N1CCC(c2nc3ccccc3s2)CC1	0.3	-0.5	18.1%	-1.0%	13.5%	-3.2	-14.9%	19.8	0.9
Cc1ccc(-n2ncc3c(NCCc4ccccc4)ncnc32)cc1	0.5	0.1	7.8%[57.1 µM]	1.5%[57.1 µM]	4.6%	-5.5	-3.5%	.	7.0
CCCC(=O)Nc1nnc(CCc2ccccc2)s1	0.1	-0.8	18.3%	-7.6%[2.29 µM]	1.1%	4.7	-13.1%	9.4	10.3
O=C(NCC1COCCO1)C1CCN(S(=O)(=O)c2ccccc2)CC1 (stereo unspecified)	0.2	0.5	1.8%	6.4%	0.9%	2.5	-0.3%	-17.6	17.5
CCc1nn2c(=O)cc(CSCC(=O)Nc3ccccc3Cl)nc2s1	0.2	0.7	-15.7%	-7.6%	-1.7%	-3.1	-17.6%	6.6	11.5
CCCn1c(/N=C/c2ccccc2O)nc2ccccc21	1.1	0.4	12.5%[57.1 µM]	4.4%[57.1 µM]	2.2%	-1.8	-7.7%	1.1	0.7
CC1(COS(N)(=O)=O)CCCCC1	0.4	.	32.6%	1.9%	1.9%	0.9	-20.7%	.	3.4
O=C(Nc1nccs1)C1CCN(S(=O)(=O)c2ccccc2)CC1	0.6	1.0	-15.1%	-13.1%	5.5%	-4.9	-21.1%	-25.8	-6.3
O=C(OCc1nnc(-c2ccc(Cl)cc2)o1)C12CC3CC(CC(O)(C3)C1)C2	0.3	-2.9	12.1%	-0.2%[57.1 µM]	4.8%	-3.8	-16.1%	-4.0	-3.9

Brought forward from above: 2 compounds; new compounds follow.
SMILES	TRHR agonist	D2 agonist	rTrxR1 inhibitor	TrxR1 substrate	IDH1 R132H inh	PI4K2A inh	USP1 inh	D2 antagonist	TRHR PAM
O=C(Nc1nccs1)C1CCN(S(=O)(=O)c2ccccc2)CC1	0.6	1.0	-15.1%	-13.1%	5.5%	-4.9	-21.1%	-25.8	-6.3
O=C(OCc1nnc(-c2ccc(Cl)cc2)o1)C12CC3CC(CC(O)(C3)C1)C2	0.3	-2.9	12.1%	-0.2%[57.1 µM]	4.8%	-3.8	-16.1%	-4.0	-3.9
O=C(CCCc1nc2ccccc2s1)NNC(=O)CCN1CCN(Cc2ccccc2)CC1	-1.8	0.5	22.1%[57.1 µM]	4.9%[57.1 µM]	3.7%	-1.7	4.7%	-15.8	2.8
CCOc1ccc(C(=O)NCC(=O)OCC(=O)Nc2cccc(S(=O)(=O)N3CCCC3)c2)cc1	-0.3	0.1	24.0%	6.0%	1.3%	-4.3	-18.5%	-0.1	10.7
COc1ccc2c(c1)[nH]c1c(=O)n(/N=C/C3C(C)C=C(C)CC3C)c(=O)[nH]c12 (stereo unspecified)	0.6	-0.7	21.5%[57.1 µM]	3.6%[57.1 µM]	-0.9%	-0.5	6.8%	29.4	3.1
COc1ccccc1/C=C1\SC(=S)N(NS(=O)(=O)c2ccccc2)C1=O	0.6	0.2	-7.7%[57.1 µM]	-5.4%[57.1 µM]	-11.1%	-5.9	-3.2%	2.1	-2.0
CC(=O)N[C@@H](C)c1nc2ccccc2n1CCCN1CCN(c2nc(-c3ccc(C)cc3)cs2)CC1	-0.5	-0.2	19.9%	2.6%	-0.3%	-2.0	?	-8.6	-0.8
COc1ccccc1Nc1nn2c(=O)c3ccc(C(=O)NC4CCCCC4)cc3nc2s1	1.0	0.4	-25.2%	-17.7%	6.8%	3.4	-8.2%	.	5.0
S=c1[nH]nc(-c2ccc3ccccc3n2)n1-c1ccc2c(c1)OCCO2	0.1	-1.5	-11.4%[57.1 µM]	12.0%[57.1 µM]	6.4%	1.4	12.6%	-0.6	-6.2
CC(Cc1c[nH]c2ccccc12)C(=O)O (stereo unspecified)	-0.6	0.5	5.9%	2.2%	-8.2%	-1.2	25.9%	-24.2	-2.7
Cn1c(=O)[nH]c(=O)c2c1nc(Br)n2C/C=N/Nc1ccccc1	-0.5	-0.9	?	-16.0%	0.0%	-4.1	-4.7%	-16.1	-9.5
COc1ccc(C(=O)NNC(=O)c2cccc(S(=O)(=O)N3CCOCC3)c2)cc1	.	.	1.8%[2.29 µM]	-4.6%[57.1 µM]	2.6%	-0.5	-0.5%	.	.
COc1ccc(C(=O)Oc2coc(CSc3nnc(NC(=O)c4cccs4)s3)cc2=O)cc1	-1.0	-0.5	-16.9%	-2.2%	4.2%	-7.4	10.8%	14.8	1.1
O=C(N/N=C/c1ccc([N+](=O)[O-])o1)C1CC1	0.2	0.1	?	-15.8%	-2.5%	6.8	-17.8%	-9.8	0.9
Cc1ccc(Nc2nnc(SC(C)C(=O)NC3CC3)s2)cc1 (stereo unspecified)	-0.4	-0.6	2.9%	-8.0%	7.0%	0.5	-1.0%	-31.5	-5.7

Bioassay records: PubChem, National Center for Advancing Translational Sciences (NCATS)
